LmPK inhibitor: LmPK (Leishmania mexicana) enzyme inhibition. Q27686. purified LmPK, Kinase-Glo ATP luminescence, 1 h. Potency, µM (series often up to 57.5 µM), without a hit: top-dose activity change, negative = inhibition, most hits filed as inhibitors. actives 0.37% (n = 290,000). AID 1721; further: potency means the concentration at half of the fitted maximal effect
Target sequence (Q27686 whole entry, looked up): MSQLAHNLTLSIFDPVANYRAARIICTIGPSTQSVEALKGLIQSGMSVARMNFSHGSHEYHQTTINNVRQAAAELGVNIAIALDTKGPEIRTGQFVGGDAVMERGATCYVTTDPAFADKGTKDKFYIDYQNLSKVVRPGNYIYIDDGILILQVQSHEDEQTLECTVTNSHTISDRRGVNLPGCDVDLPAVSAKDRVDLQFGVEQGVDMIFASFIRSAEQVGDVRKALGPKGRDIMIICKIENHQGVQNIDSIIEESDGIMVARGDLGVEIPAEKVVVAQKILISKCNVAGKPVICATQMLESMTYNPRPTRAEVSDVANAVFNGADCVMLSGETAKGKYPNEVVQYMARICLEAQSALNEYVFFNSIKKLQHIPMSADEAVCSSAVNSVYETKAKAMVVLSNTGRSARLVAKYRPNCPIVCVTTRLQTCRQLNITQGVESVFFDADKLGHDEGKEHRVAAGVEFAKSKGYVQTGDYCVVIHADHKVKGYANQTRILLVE
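Screened at intermediate enzyme activity to detect both inhibitors and activators: LmPK at 0.1 nM, with a 0.5 nM enzyme column as activation reference. PEP 0.5 mM, ADP 0.1 mM; ATP detected by luminescence after 1 h.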
Tb PYK inh: T. brucei pyruvate kinase inhibition; TbPYK enzyme, Kinase-Glo Plus ATP luminescence, 45 min; Q57TT1; AID 624173; Potency, µM (series often up to 76.8 µM), without a hit: at the top dose activity, negative = inhibition, most hits filed as inhibitors; actives 0.12% (n = 410,000); further: potency means the concentration at half of the fitted maximal effect; nearly all actives have a fitted effect of over 50% in size
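TbPYK + substrate in 50 mM TEA pH 7.2, 100 mM KCl, 10 mM MgCl2, 0.05% BSA, 0.01% Tween-20; cpd pinned; ADP 130 uM final; 45 min RT; Kinase-Glo Plus 10 min; luminescence endpoint.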
AmpC no deterg: AmpC beta-lactamase inhibition without detergent; AmpC nitrocefin hydrolysis, absorbance 480 nm, 0.0001% Triton; Potency, µM (highest dose often 57.1 µM), for inactives: top-dose activity change, negative = inhibition, usual class: inhibitors; actives 0.52% (n = 330,000); AID 485341;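 further: potency means the concentration at half of the fitted maximal effect; plate controls were no compound for no effect and no enzyme for full effect; nearly all actives have a fitted effect of over 20% in size; some results filed as inactive show a strong effect at the top dose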
Target sequence (P00811 whole entry, looked up): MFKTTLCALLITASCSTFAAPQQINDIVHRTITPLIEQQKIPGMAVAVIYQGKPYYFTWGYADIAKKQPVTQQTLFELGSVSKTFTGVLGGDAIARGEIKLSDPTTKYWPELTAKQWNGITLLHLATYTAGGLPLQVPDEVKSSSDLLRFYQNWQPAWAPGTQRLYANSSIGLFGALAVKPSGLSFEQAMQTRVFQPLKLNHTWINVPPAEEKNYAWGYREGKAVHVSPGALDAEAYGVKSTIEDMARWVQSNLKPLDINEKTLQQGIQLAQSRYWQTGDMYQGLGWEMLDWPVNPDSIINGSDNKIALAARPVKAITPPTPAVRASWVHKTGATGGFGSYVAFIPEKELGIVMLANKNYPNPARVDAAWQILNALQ
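AmpC (5.3 nM in the dispensed reagent) in 20 mM phosphate pH 7.0 with 0.01% (detergent screen) or 0.0001% Triton X-100 was preincubated with compounds for 15 min at room temperature. Nitrocefin was then added from an 800 uM solution, and hydrolysis was followed at 480 nm.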
AmpC inh detg: inhibitors of E. coli AmpC beta-lactamase with detergent | AmpC hydrolysis of nitrocefin, absorbance 480 nm, 0.01% Triton | Potency, µM (top dose mostly 114 µM), without a hit: at the top dose activity change, negative = inhibition, usual class: inhibitors | actives 0.041% (n = 370,000);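 further: potency means the concentration at half of the fitted maximal effect; 0% = no-compound wells and -100% = no-enzyme wells; nearly all actives have a fitted effect of over 25% in size; some results filed as inactive show a strong effect at the top dose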
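AmpC (5.3 nM in the dispensed reagent) in 20 mM phosphate pH 7.0 with 0.01% (detergent screen) or 0.0001% Triton X-100 was preincubated with compounds for 15 min at room temperature. Nitrocefin was then added from an 800 uM solution, and hydrolysis was followed at 480 nm.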
AMA1 RON2 block: disrupts binding of P. falciparum AMA1 to RON2; AlphaScreen AMA1-biotinylated RON2 peptide binding; Potency, µM (series often up to 58.2 µM), for the others: top-dose activity change, negative = inhibition, hits mostly inhibitors; actives 0.2% (n = 360,000); AID 720542;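 further: potency means the concentration at half of the fitted maximal effect; 0% = vehicle wells and -100% = peptide control; nearly all actives have a fitted effect of over 45% in size; some results filed as inactive show a strong effect at the top dose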
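AMA1 (3D7) with his tag at 25 nM final met compounds first, then biotinylated RON2 peptide at 25 nM; detection used donor plus acceptor beads, 10 µg/mL apiece, read by AlphaScreen after 30 min at room temperature.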
HCMV inh: human cytomegalovirus inhibition; actives 4.5% (n = 410,000); activity change, negative = inhibition, % at 57.5 µM; AID 1259415; HFF cells, HCMV-luciferase reporter, 72 h; stronger effect = lower value; in the data active means activity change below about -60%; inconclusive means no clear call, values can overlap the other calls; inactive means above about -39%
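Steps: HFFs plated, 16 h 37C; compounds added; HCMV-luciferase added to MOI 1 PFU/cell; 72 h 37C; OneGlo reagent, 5 min room temperature; luminescence read, normalized to controls.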
HCV inh: blocks hepatitis C virus; actives 3.4% (n = 340,000); Potency, µM (titrated, usually from 41.8 µM), for the others: at the top dose activity change, negative = inhibition, actives largely listed as inhibitors; Huh7.5.1 HCVcc-Cre infection, luciferase reporter, 44 h; further: potency means the concentration at half of the fitted maximal effect
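Cells (1,000/well) were plated 4 h before compound, then infected with HCVcc-Cre virus (~0.5 moi). After 44 h further culture, infection was read as luciferase luminescence following a 15 min substrate incubation at room temperature.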
An asterisk follows results filed as active; ? = inconclusive; . = no result given; [ ] = remark or other dose. Unless noted, the call rests on the fitted dose curve; in most records, active means well fitted curve in the direction sought with a large enough effect; inconclusive means small, poorly fitted or top-dose-only effect, or another doubt; inactive means no such curve, though single readings can be large; an effect the other way counts as inactive or inconclusive. Unless noted, on the % scale 0 is the no-effect control and ±100 the full control effect.

# | smiles | LmPK inhibitor | Tb PYK inh | AmpC no deterg | AmpC inh detg
1 | Cc1ccc(C(=O)Cn2c(C(=O)OCCO)cc3ccccc32)cc1 | 0% | -3% | 34% | ?
2 | Cn1cccc1Cc1nnc(SCC(N)=O)n1-c1ccc(F)cc1 | 1% | -6% | 2% | -9%
3 | CC1CCN(S(=O)(=O)c2ccc(NC(=O)Cn3nnc(-c4ccccc4)n3)cc2)CC1 | 3% | 7% | -59% | -12%
4 | Cc1ccc(NC(=O)CS(=O)CC(=O)Nc2ccc3c(c2)OCO3)cc1Cl (stereo not drawn) | 5% | -7% | -31% | -17%
5 | CN1CCN(S(=O)(=O)c2ccc(Sc3nc4ccccc4[nH]3)c3nsnc23)CC1 | 5% | -5% | -19% | ?
6 | Cc1ccc(NC(=O)c2cccs2)cc1NC(=O)c1cccc(F)c1 | 4% | 0% | -36% | ?
7 | CCc1ccccc1N/C(=N\S(=O)(=O)c1ccccc1)C(F)(F)F | 2% | -5% | -12% | 8%
8 | COc1ccc(C2CC(c3ccc(OC)c(OC)c3)=NN2C(=O)c2ccccc2)cc1 (stereo not drawn) | 0% | 6% | 43% | 0%

# | AMA1 RON2 block | HCMV inh | HCV inh
1 | -9% | 103 | -28%
2 | 2% | -20 | 1%
3 | -10% | -27 | -5%
4 | 2% | 62 | 5%
5 | -8% | -15 | 4%
6 | 0% | -2 | -28%
7 | 1% | -3 | 4%
8 | 5% | 48 | ?

Brought forward from above: seven entries, followed by the next part.
# | smiles | LmPK inhibitor | Tb PYK inh | AmpC no deterg | AmpC inh detg
2 | Cn1cccc1Cc1nnc(SCC(N)=O)n1-c1ccc(F)cc1 | 1% | -6% | 2% | -9%
3 | CC1CCN(S(=O)(=O)c2ccc(NC(=O)Cn3nnc(-c4ccccc4)n3)cc2)CC1 | 3% | 7% | -59% | -12%
4 | Cc1ccc(NC(=O)CS(=O)CC(=O)Nc2ccc3c(c2)OCO3)cc1Cl (stereo not drawn) | 5% | -7% | -31% | -17%
5 | CN1CCN(S(=O)(=O)c2ccc(Sc3nc4ccccc4[nH]3)c3nsnc23)CC1 | 5% | -5% | -19% | ?
6 | Cc1ccc(NC(=O)c2cccs2)cc1NC(=O)c1cccc(F)c1 | 4% | 0% | -36% | ?
7 | CCc1ccccc1N/C(=N\S(=O)(=O)c1ccccc1)C(F)(F)F | 2% | -5% | -12% | 8%
8 | COc1ccc(C2CC(c3ccc(OC)c(OC)c3)=NN2C(=O)c2ccccc2)cc1 (stereo not drawn) | 0% | 6% | 43% | 0%
9 | COc1ccc2[nH]c(C)c(CCNCc3cc(OC)c4c(c3)OCO4)c2c1 | . | -8% | -31% | 0%
10 | O=C1/C(=C/c2cccc(F)c2)Oc2cc(O)ccc21 | 2% | -7% | -30% | -5%
11 | CCOC(=O)NC(=O)c1cn(Nc2ncc(Cl)cc2C(F)(F)F)c(=O)[nH]c1=O | 3% | 2% | -12% | -4%
12 | Cc1ccc(OCC(=O)NCCCNC(=O)c2ccncc2)cc1 | 2% | 0% | -8% | -2%
13 | CC1(CCc2ccccc2)NC(=O)N(CC(=O)Nc2ccccc2C#N)C1=O (stereo not drawn) | . | 0% | -14% | 5%
14 | O=C(CSc1cccc[n+]1[O-])c1cccs1 | -2% | -3% | -11% | -1%
15 | CCC(Cc1ccccc1)NC(=O)CN(C)S(=O)(=O)c1ccc2c(c1)c(=O)n(C)c(=O)n2C (stereo not drawn) | 15% | -6% | 78%[activator] | -17%
16 | Cc1ccc(S(=O)(=O)N2C[C@H]3C(=O)C[C@@H](c4ccccc4)N(S(=O)(=O)c4ccccc4)[C@H]3C[C@H]2c2ccccc2)cc1 | . | -1% | . | .

# | AMA1 RON2 block | HCMV inh | HCV inh
2 | 2% | -20 | 1%
3 | -10% | -27 | -5%
4 | 2% | 62 | 5%
5 | -8% | -15 | 4%
6 | 0% | -2 | -28%
7 | 1% | -3 | 4%
8 | 5% | 48 | ?
9 | -30% | -17 | ?
10 | 11% | 1 | -18%
11 | 7% | -11 | 2%
12 | 6% | -20 | -26%
13 | 4% | 4 | ?
14 | 1% | -8 | 11%
15 | -1% | -21 | ?
16 | -4% | -7 | .

Next section
# | smiles | LmPK inhibitor | Tb PYK inh | AmpC no deterg | AmpC inh detg
17 | O=S(=O)(c1ccc(F)cc1)N1CCCC1 | 7% | -7% | -6% | -4%
18 | Cc1nn(-c2ccccc2)c(Cl)c1C(=O)NCc1ccccc1F | 0% | -3% | -5% | -2%
19 | Cc1c(C(=O)NCc2ccc3c(c2)OCO3)oc2ccc(S(=O)(=O)N3CCCC3)cc12 | 3% | -10% | -20% | -6%
20 | COC(=O)c1ccc(OCC(O)CN(CCO)CCO)cc1 (stereo not drawn) | 2% | 0% | -13% | -11%
21 | O=C(Nc1ccc([N+](=O)[O-])cc1)c1cc(Cl)sc1Cl | -10% | -1% | -21% | -5%
22 | Cc1noc(C)c1CSc1ccccc1C(=O)N(C)CC(=O)Nc1cccc(F)c1 | . | -5% | 1% | 2%
23 | Cc1nc2c(c(C)nn2-c2ccccc2)c(C)c1Cl | -4% | 0% | -15% | ?
24 | O=[N+]([O-])c1ccc(N2CCCC2)cc1N1CCCC1 | 1% | -4% | -50% | ?

# | AMA1 RON2 block | HCMV inh | HCV inh
17 | 11% | 4 | -5%
18 | -6% | -20 | -19%
19 | -8% | -6 | ?
20 | -7% | 11 | 3%
21 | -2% | 33 | -13%
22 | 46%[activator] | -1 | ?
23 | 0% | 11 | 0%
24 | ? | -25 | 2.5µM*

Next section
# | smiles | LmPK inhibitor | Tb PYK inh | AmpC no deterg | AmpC inh detg
25 | CCCCOc1ccccc1NC(=O)c1ccc(=O)[nH]c1 | 1% | -1% | -18% | 3%
26 | Cc1cc(C)nc(N2CCC(C(=O)Nc3ccc(Oc4ccccc4)cc3)CC2)n1 | 0% | 0% | ? | 1%
27 | CC(C)C/C=C1\CCc2c([nH]c3ccccc23)C1=O | 3% | -2% | -17% | 6%
28 | FC(F)(F)c1cccc(-c2ccn3ncnc3n2)c1 | -6% | -3% | -10% | 1%
29 | O=C(Nc1cccc(Cl)c1)C1CCCN(c2cnccn2)C1 (stereo not drawn) | 0% | 1% | -9% | 2%
30 | COCCOC(=O)C1=C(C)Nc2cc(=O)[nH]c(=O)n2C1c1cccc([N+](=O)[O-])c1 (stereo not drawn) | 5% | -8% | ? | -14%
31 | CCCNc1nc2c(c(=O)n(C)c(=O)n2C)n1Cc1ccc(F)cc1 | 0% | 3% | 0% | -9%
32 | CCCCS(=O)(=O)CC(O)CSc1nc(-c2ccc(C)cc2)cc(-c2ccccc2)c1C#N (stereo not drawn) | . | -8% | . | 13%

# | AMA1 RON2 block | HCMV inh | HCV inh
25 | -12% | -8 | -13%
26 | 2% | -17 | ?
27 | 17% | 42 | -15%
28 | -5% | -21 | 18%
29 | -3% | -10 | 7%
30 | -17% | -16 | 23%
31 | 0% | -37 | 11µM*
32 | . | 1 | .

Going on with the list.
# | smiles | LmPK inhibitor | Tb PYK inh | AmpC no deterg | AmpC inh detg
33 | CCO[C@H]1OC(C(=O)N2CCN(Cc3ccc4c(c3)OCO4)CC2)=C[C@@H](C(C)(C)C)[C@@H]1CCCO | 11% | 3% | 192%[activator] | 3%
34 | COc1ccc(S(=O)(=O)N2CCN(CCc3ccccc3)CC2)c(OC)c1 | 6% | 4% | 85%[activator] | 2%
35 | S=c1nccc(-c2cc(Cl)sc2Cl)[nH]1 | 3% | -1% | -18% | -10%
36 | O=C(/C=C/c1ccccc1)N1CCN(S(=O)(=O)c2ccc(F)cc2)CC1 | 10% | 3% | 4% | -5%
37 | Cc1occc1C(=O)N/N=C/c1cccc2ccccc12 | -2% | -7% | 39% | -5%
38 | Cc1noc2ncnc(Oc3ccc4ccccc4c3)c12 | 2% | -12% | -9% | -11%
39 | O=C(c1cccc(Cl)c1)N1CCC2CC1c1cc(-c3ccc(F)cc3)ccc12 (stereo not drawn) | . | 1% | . | .
40 | CN1/C(=N\O)c2cccc3cccc1c23 | -2% | -10% | -20% | -18%

# | AMA1 RON2 block | HCMV inh | HCV inh
33 | 29% | 8 | -12%
34 | -5% | -32 | ?
35 | -2% | -8 | 9%
36 | 6% | -12 | 12%
37 | 8% | 68 | -9%
38 | -1% | -20 | 25%
39 | -2% | 1 | ?
40 | 12% | -60* | -27%

(list continues)
# | smiles | LmPK inhibitor | Tb PYK inh | AmpC no deterg | AmpC inh detg
41 | O=C(CSc1nnc(NC(=O)C2CCC2)s1)NC1CC1 | 0% | -7% | -13% | ?
42 | O=c1cc(O)cc2n1CCC2 | . | 4% | . | .
43 | ClC(Br)=C(n1cnc2ccccc21)n1cnc2ccccc21 | 2% | 6% | -9% | -3%
44 | COC(=O)C1=C(c2cccc(OCc3ccccc3)c2)C[C@@H]2CC[C@H]1N2C(=O)NCCOc1ccccc1 | . | 1% | 10% | -3%
45 | O=C(NCc1ccccc1)c1onc(CSc2ccc(Cl)cc2)c1C(=O)NCc1ccccc1 | 1% | -2% | -36% | 1%
46 | Cc1ccc(Cl)cc1NC(=O)c1sc2nc(-c3ccccc3)cn2c1C | . | -4% | . | 9%
47 | COc1ccc(-c2nnc(Nc3nc4c(OC)cccc4s3)o2)c(OC)c1 | 1% | -2% | 186%[activator] | 5%
48 | CCn1c(SCC(=O)NCc2ccccc2)nc2nc3c(cc2c1=O)CCCC3 | 2% | 0% | -18% | -1%

# | AMA1 RON2 block | HCMV inh | HCV inh
41 | 27% | 22 | 2%
42 | 12% | -5 | .
43 | -3% | -10 | ?
44 | -6% | -20 | ?
45 | -4% | 19 | -12%
46 | . | -63* | .
47 | 3% | . | 6.3µM*
48 | 8% | 0 | -11%

(cont.)
# | smiles | LmPK inhibitor | Tb PYK inh | AmpC no deterg | AmpC inh detg
49 | COc1ccc(CN2C(=O)CS/C2=N/N=C/c2cccs2)cc1 | 0% | 2% | -11% | -2%
50 | CCNC(=S)Nc1cc(OCC)c(NC(=O)c2cccs2)cc1OCC | 1% | -1% | -16% | -9%
51 | O=C(NCCN1CCOCC1)c1sc2ccccc2c1Cl | -6% | 3% | -8% | 6%
52 | Cc1ccc(NC(=O)Nc2csc3c2CCCC3)c(C)c1 | . | -3% | . | 19%
53 | Cc1nc(NC(=O)COc2ccccc2)sc1C(=O)Nc1ccccc1 | 4% | -1% | -44% | 6%

# | AMA1 RON2 block | HCMV inh | HCV inh
49 | -10% | 24 | 6%
50 | -5%[11.6 µM] | -35 | ?
51 | 7% | 46 | -10%
52 | . | -29 | .
53 | -8% | 108 | ?
